# miR-122 sensor: inhibitors of miR-122 in Huh7 cells; activation (reporter increase), % at 12.5 µM; 340,000 compounds, 0.3% hits; Huh7 miR-122 Renilla luciferase sensor, 48 h; neutral wells = 0, positive control = 100;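 active = mean replicate activation score at least 90 and every replicate individually at or above 90; inconclusive = only one of the two criteria met; inactive = neither criterion met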;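 note: higher luciferase means less miR-122 activity so hits act as miR-122 inhibitors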
# SIRT5 block: inhibitors of human sirtuin-5 desuccinylase | Q9NXA8 | Purified SirT5, succinyl-peptide AMC, trypsin-coupled fluorescence | inhibition, % at 15 µM | 330,000 compounds, 1.1% hits | AID 652115; in the data active = inhibition above about 15%; inconclusive = no clear call, values can overlap the other calls
# Target sequence (Q9NXA8 whole entry, looked up): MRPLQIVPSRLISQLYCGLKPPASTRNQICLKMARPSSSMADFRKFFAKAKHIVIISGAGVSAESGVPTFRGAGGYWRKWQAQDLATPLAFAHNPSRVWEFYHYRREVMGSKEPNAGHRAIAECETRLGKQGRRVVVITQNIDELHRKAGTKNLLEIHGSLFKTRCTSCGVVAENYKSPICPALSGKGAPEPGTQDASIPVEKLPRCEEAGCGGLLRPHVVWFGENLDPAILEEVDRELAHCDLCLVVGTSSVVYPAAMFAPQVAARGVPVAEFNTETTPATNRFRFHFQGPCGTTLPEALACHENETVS
# ERAP1 inh: inhibitors of human ERAP1 aminopeptidase | Q9NZ08 | recombinant ERAP1, Leu-AMC fluorescence, 60 min | inhibition, % at 10.7 µM | 340,000 compounds, 0.15% hits;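 active = mean replicate inhibition of at least 30%, or all replicates individually reaching that 30% level; inactive = mean below 30% and not every replicate reaching it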;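 note: 0% = neutral control wells and 100% = L-leucinethiol positive control wells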
# F508del corr: CFTR F508del correction in bronchial cells; AID 720511; 350,000 compounds, 0.36% hits; activity (quench increase), % at 7.58 µM; CFBE cells, YFP halide quenching; stimulated with forskolin plus potentiator P3; % fluorescence drop versus neutral controls;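 active = mean added fluorescence quench of at least 8% versus neutral control, with both replicates also reaching 8%; inconclusive = only one of the mean or replicate conditions met; inactive = mean below 8% and not both replicates reaching 8%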;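 note: cells transiently co-express mutant CFTR-F508del with the halide-sensitive YFP; corrector assay measuring rescue of mutant channel to the surface after 24 h compound exposure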
# ERp5 block: ERp5 (human) disulfide isomerase inhibition; Q15084; ERp5 insulin aggregation, absorbance 650 nm, 90 min; inhibition, % at 9.99 µM; 350,000 compounds, 0.05% hits; AID 651711;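 active = mean replicate inhibition above about 25%, with every replicate also reaching it, limit read from the data, passing the limit was not always enough; inconclusive = only one of those two criteria met; inactive = neither criterion met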
# Target sequence (Q15084 whole entry, looked up): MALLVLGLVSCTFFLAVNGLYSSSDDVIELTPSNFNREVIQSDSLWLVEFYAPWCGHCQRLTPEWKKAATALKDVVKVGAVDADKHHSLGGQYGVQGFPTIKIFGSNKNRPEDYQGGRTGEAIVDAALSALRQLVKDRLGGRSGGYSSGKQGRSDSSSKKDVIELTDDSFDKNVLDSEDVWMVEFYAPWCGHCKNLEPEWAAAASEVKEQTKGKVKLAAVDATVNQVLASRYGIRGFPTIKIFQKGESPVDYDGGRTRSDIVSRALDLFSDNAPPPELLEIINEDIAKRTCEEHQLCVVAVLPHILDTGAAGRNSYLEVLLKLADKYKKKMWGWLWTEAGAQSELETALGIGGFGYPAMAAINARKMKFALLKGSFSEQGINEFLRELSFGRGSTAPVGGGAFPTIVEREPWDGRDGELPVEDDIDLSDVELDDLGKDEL
# DENV2 CPE: inhibitors of DENV2 cytopathic effect; DENV2-infected cells, cytopathic effect rescue, plate reader; CPE inhibition, % at 9.99 µM; AID 651640; 350,000 compounds, 1.7% hits; in the data active = CPE inhibition above about 20%, passing the limit was not always enough; inconclusive = no clear call, values can overlap the other calls; tested in BHK-21 cells;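 note: 0% = median of neutral control wells and 100% = median of positive control wells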
# CASP6 VEID inh: inhibitors of human caspase-6; inhibition, % at 12.5 µM; 350,000 compounds, 0.53% hits; purified caspase-6, Z-VEID-R110 cleavage fluorescence; P55212;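 active = mean inhibition across replicates at least about 35%, with every replicate also reaching that limit, limit read from the data; inconclusive = only one of the two criteria met; inactive = neither criterion met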;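 note: 0% = median of neutral control wells and 100% = no fluorescence left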
# Target sequence (P55212 24-179 limits assumed): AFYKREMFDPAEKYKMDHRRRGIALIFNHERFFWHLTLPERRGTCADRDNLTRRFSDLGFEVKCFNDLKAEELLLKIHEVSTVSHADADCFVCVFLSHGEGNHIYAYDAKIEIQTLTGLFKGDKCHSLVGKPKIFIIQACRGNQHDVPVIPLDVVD
# Target sequence (P55212 194-293 limits assumed): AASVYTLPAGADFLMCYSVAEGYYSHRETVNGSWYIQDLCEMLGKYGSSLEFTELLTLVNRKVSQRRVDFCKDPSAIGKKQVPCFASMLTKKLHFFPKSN
# Active calls of the source: *; ? = inconclusive; . = no result given; & = joins results of further samples; [ ] = another dose, or the depositor's remark.
# Fields – miR-122 sensor	SIRT5 block	ERAP1 inh	F508del corr	ERp5 block	DENV2 CPE	CASP6 VEID inh
1: CCOc1ccc(Cc2noc3c2C(=O)CC(C)(C)C3)cc1OCC
 : .	-2	1	1.8	-2	.	8
2: COCC(=O)N1[C@@H](CO)[C@@H](c2ccc(-c3ccccc3)cc2)C12CN(C(C)=O)C2
 : .	-3	0	-2.8	-8	4	1
3: CC(C)CN1CCC1(C)C(=O)Nc1cccc(C#N)c1 (stereo not drawn)
 : -2	.	-1	-1.9	4	0	7
4: CN(C)CCNC(=O)C(c1ccccc1)c1ccccc1
 : -1	0	0	3.2	3	0	0
5: O=C(/C=C/c1cccc([N+](=O)[O-])c1)OCC(=O)N1CCCCC1
 : -2	-2	0	-3.1	-5	6	0
6: CN1C(=O)c2cc(NC(=O)c3cnccn3)ccc2OC[C@@H]2O[C@H](CC(=O)N[C@H]3CCN(Cc4ccccc4)C3)CC[C@H]21
 : 6[16.7 µM]	5	-4	-1.1	1	2	5
7: O=C(OCCCOC(=O)c1ccc(O)cc1)c1ccc(O)cc1
 : -4	-4	0	0.0	-6	-1	3
8: CCc1ccccc1NC(=S)N(CCN(C)C)Cc1cccs1
 : -3	-2	-1	0.3	-3	2	-2
9: CC(OC(=O)CC1CCCC1)C(=O)Nc1ccc(S(N)(=O)=O)cc1 (stereo not drawn)
 : .	-8	3	-5.0	6	?	4
10: O=C(Cc1c(F)cccc1Cl)Nc1cc(S(=O)(=O)N2CCCCC2)ccc1N1CCOCC1
 : 15	-6	-1	-0.6	-1	-6	3
11: Cc1ccc(C(C)C)c(OCc2nc(-c3nonc3N)no2)c1
 : -4	.	.	-2.0	0	-3	-2
12: C[C@@H]1CN([C@H](C)CO)C(=O)c2ccccc2-c2ccccc2CO[C@@H]1CN(C)Cc1cccc(C(=O)O)c1
 : .	6	0	3.0	-2	5	2
13: CC(C)NC(=O)N(C)C[C@@H]1OCc2cn(nn2)CCCC(=O)N([C@H](C)CO)C[C@H]1C
 : 4	-1&-3	0	-4.2&2.9	-1&2	?	2&-1
14: COc1ccc(CNC(=O)C(=O)c2cn(CC(=O)N3CCCC3)c3ccccc23)cc1
 : -2	-3	-3	0.0	2	0	-4
15: Cc1ccc(N(CN2CCCC2=O)C(=O)c2ccccc2)cc1
 : .	-2	2	-1.1	-1	0	-2
16: Clc1ccc(OCCCN2CCc3ccccc3C2)c(Br)c1
 : -1	-3	3	0.4	5	-4	-5
17: C[C@@H]1CN([C@@H](C)CO)C(=O)c2cc(C#CCc3ccccc3)cnc2O[C@H]1CN(C)C(=O)C1CCOCC1
 : .	-5	-2	0.7	6	1	0
18: CO[C@@H]1CN(C)C(=O)c2ccc(NC(=O)CC(F)(F)F)cc2OC[C@H](C)N(C(C)=O)C[C@@H]1C
 : .	.	0	-0.6	-2	108*	1
19: C[C@@H](NC(=O)[C@@H]1[C@@H](CO)[C@@H]2Cn3c(cccc3=O)[C@@H]2N1CC1CC1)c1ccccc1
 : 6[16.7 µM]	-1	-3	0.5	-3	13	-1
20: CCC1(C)NC(=O)N(CC(=O)c2cc(C)n(C3CC3)c2C)C1=O (stereo not drawn)
 : .	-3	2	-4.3	0	-4	3
21: Cc1nnc(NN2CCOCC2)[nH]c1=O
 : 2	0	9	2.1	-1	-7	-1
22: C[C@@H]1CN([C@H](C)CO)C(=O)c2cc(C#CC(C)(C)O)cnc2O[C@@H]1CN(C)C(=O)CN(C)C
 : 3[16.7 µM]	-6	0	-2.6	7	8	1
23: CC(=O)c1cccc(NC(=O)C(C)OC(=O)CN2C(=O)NC(C)(C)C2=O)c1 (stereo not drawn)
 : -10	-22	-1	-3.0	1	-9	-1
24: Cc1cccc2c(=O)n(C(=O)c3ccccc3)c(N)nc12
 : .	.	1	-2.2	-9	-5	-1
25: COc1ccc(NC(=O)Nc2ccc3c(c2)C(=O)N([C@@H](C)CO)C[C@@H](C)[C@H](CN(C)Cc2ccncc2)OCCCC[C@H](C)O3)cc1
 : 2[16.7 µM]	2	1	2.6	3	0	-2
26: CC(C)(C)N(CC#CCC1(O)c2ccccc2-c2ccccc21)CCO
 : .	-5	4	-5.1	-5	-3	0
27: Cc1ccc(S(=O)(=O)Nc2nc(N)n(-c3ccccc3)n2)cc1
 : -4	-3	-6	-0.3	-5	-1	-2
28: Cc1ccc(C)c(-c2cc(C(=O)NNC(=S)NCC(C)C)c3ccccc3n2)c1
 : .	2	-2	1.1	1	5	-1
29: CC(C)(C)c1ccc(C(=O)N2CCC(C(=O)c3ccccc3)CC2)cc1
 : 5	1	0	-3.8	-5	2	-1
30: CCCCn1c(N)c(N(CC(C)C)C(=O)c2ccc(Br)o2)c(=O)[nH]c1=O
 : 0	-1	1	6.0	-2	11	-2
31: O=C(NCCCn1ccnc1)c1ccc2nccnc2c1
 : 7	-1	3	-0.8	2	-1	-61
32: COCCCNC(=S)NNC(=O)c1cc(-c2ccncc2)nc2ccccc12
 : -2	3	1	0.4	-7	3	4
33: CCC(=O)N1CCCCN2[C@@H](CO)[C@@H](c3ccc(-c4ccc(F)cc4)cc3)[C@@H]2C1
 : 19[16.7 µM]	3	1	-0.7	-3	?	1
34: CC(=O)Nc1ccc(Nc2nc3ccccc3n3cnnc23)cc1
 : 13	-1	-2	0.0	3	0	-4
35: CN(C)C(=O)C[C@@H]1CC[C@@H]2[C@H](COC[C@@H](O)CN2Cc2ccc(C(F)(F)F)cc2)O1
 : 1[16.7 µM]	1	0	-1.2	1	2	14
36: COc1ccc2[nH]c(=O)c(CN(C(C)=O)c3ccc(C)cc3C)cc2c1
 : -8	0	2	0.3	0	-7	5
37: C[C@@H]1CN([C@@H](C)CO)C(=O)c2cccc(NC(=O)c3nc4ccccc4s3)c2O[C@H]1CN(C)C(=O)Nc1ccc(F)cc1
 : -1[16.7 µM]	3	1	-0.4	3	-2	0
38: COc1cc2c(cc1OC)CN(C(=O)c1ccncc1)CC2
 : -1	0	0	3.4	2	2	0
39: O=C/C(=C\Nc1ccc(C(=O)N2CCOCC2)cc1)c1nc2ccccc2o1
 : 2	.	0	-0.5	0	3	0
40: O=C(COC(=O)c1ccc([N+](=O)[O-])o1)Nc1ccc2c(c1)OCO2
 : -1	.	2	2.8	6	-2	4
41: Cc1cccc(C)c1NC(=O)CNC(=O)CNC(=O)c1ccc2c(c1)OCO2
 : .	-2	3	1.3	7	-4	3
42: O=C1c2ccccc2NC(c2ccccc2F)N1NS(=O)(=O)c1ccccc1 (stereo not drawn)
 : -3	.	13	0.9	6	-4	2
43: C[C@@H]1CN([C@H](C)CO)C(=O)c2cccc(NC(=O)CCCCCC(=O)Nc3ccccc3N)c2O[C@@H]1CN(C)Cc1ccc2c(c1)OCO2
 : .	0	-1	-3.9	2	2	-1
44: CN(C(=O)CN1C(=O)S/C(=C\c2ccccc2Cl)C1=O)C1CCS(=O)(=O)C1 (stereo not drawn)
 : -1	-1	-5	-0.5	-11	-1	-4
45: COCCNC(=O)CSc1nc2cc3c(cc2c(=O)n1CCCC(=O)NCCc1ccc(OC)c(OC)c1)OCO3
 : 5	-14	-5	-0.1	2	4	-2
46: Cc1ccc(CSc2ccc(-c3ccco3)nn2)cc1
 : -9	2	-3	1.2	1	6	6
47: O=c1c2ccccc2nc(SCc2ccc([N+](=O)[O-])cc2)n1CCCO
 : -5	-1	2	-1.2	0	-11	-3
48: C[C@H](O)[C@@H]1CN2CCc3c([nH]c4ccccc34)[C@@H]2C[C@@H]1N(C)C(=O)OCc1ccccc1
 : -3	-2	-17	-4.6	1	19	0
49: Cc1ccc(S(=O)(=O)Nc2ccc3cc([N+](=O)[O-])ccc3c2[N+](=O)[O-])cc1
 : 8	10	7	1.3	-1	-4	13
50: CCC(=O)Nc1ccc(Cl)c(NC(=O)c2cccc(OC)c2)c1
 : 1	3	-2	-0.8	4	3	-3
51: Cc1ccc(C2NC(C(=O)O)CS2)cc1 (stereo not drawn)
 : .	7	2	0.0	1	5	-5
52: COC(=O)C1(O)CC(C(C)C)=NN1C(=O)c1ccccc1 (stereo not drawn)
 : .	1	16	.	6	-4	-2
53: COc1cccc(/C=C/C(=O)OCCN2C(=O)c3ccccc3C2=O)c1
 : .	0	-1	2.0	0	5	1
54: O=C(CSc1nnc(NC(=O)c2ccccc2F)s1)NC1CCCC1
 : -4	0	5	1.5	7	6	-4
55: COC(=O)C[C@H]1CC[C@@H]2[C@H](COc3ccc(NC(=O)Nc4cccc(C#N)c4)cc3C(=O)N2C)O1
 : 6[16.7 µM]	-1	0	-1.5	6	3	-3
56: CCC(=O)N1[C@H](CN(C(C)C)S(C)(=O)=O)[C@@H](c2ccccc2)[C@@H]1CO
 : -92[16.7 µM]	-1	-4	-0.1	-1	11	1
57: O=C(C[C@H]1CC[C@H](NS(=O)(=O)c2ccc(F)cc2)[C@H](CO)O1)N1CCN(c2ccccc2)CC1
 : .	11	-1	-1.8	3	5	-3
58: O=C(Nc1cc(F)ccc1F)N[C@H]1C=C[C@H](CC(=O)N2CCc3ccccc3C2)O[C@@H]1CO
 : -2[16.7 µM]	0	0	-1.4	-2	1	2
59: COC(=O)C[C@H]1C[C@@H]2c3cc(NC(=O)Nc4ccc(C(F)(F)F)cc4)ccc3O[C@@H]2[C@H](CO)O1
 : 8[16.7 µM]	1	.	0.3	.	-5	.

# Filtered by structure, the entries above with a halogen.
# Fields – miR-122 sensor	SIRT5 block	ERAP1 inh	F508del corr	ERp5 block	DENV2 CPE	CASP6 VEID inh
10: O=C(Cc1c(F)cccc1Cl)Nc1cc(S(=O)(=O)N2CCCCC2)ccc1N1CCOCC1
 : 15	-6	-1	-0.6	-1	-6	3
16: Clc1ccc(OCCCN2CCc3ccccc3C2)c(Br)c1
 : -1	-3	3	0.4	5	-4	-5
18: CO[C@@H]1CN(C)C(=O)c2ccc(NC(=O)CC(F)(F)F)cc2OC[C@H](C)N(C(C)=O)C[C@@H]1C
 : .	.	0	-0.6	-2	108*	1
30: CCCCn1c(N)c(N(CC(C)C)C(=O)c2ccc(Br)o2)c(=O)[nH]c1=O
 : 0	-1	1	6.0	-2	11	-2
33: CCC(=O)N1CCCCN2[C@@H](CO)[C@@H](c3ccc(-c4ccc(F)cc4)cc3)[C@@H]2C1
 : 19[16.7 µM]	3	1	-0.7	-3	?	1
35: CN(C)C(=O)C[C@@H]1CC[C@@H]2[C@H](COC[C@@H](O)CN2Cc2ccc(C(F)(F)F)cc2)O1
 : 1[16.7 µM]	1	0	-1.2	1	2	14
37: C[C@@H]1CN([C@@H](C)CO)C(=O)c2cccc(NC(=O)c3nc4ccccc4s3)c2O[C@H]1CN(C)C(=O)Nc1ccc(F)cc1
 : -1[16.7 µM]	3	1	-0.4	3	-2	0
42: O=C1c2ccccc2NC(c2ccccc2F)N1NS(=O)(=O)c1ccccc1 (stereo not drawn)
 : -3	.	13	0.9	6	-4	2
44: CN(C(=O)CN1C(=O)S/C(=C\c2ccccc2Cl)C1=O)C1CCS(=O)(=O)C1 (stereo not drawn)
 : -1	-1	-5	-0.5	-11	-1	-4
50: CCC(=O)Nc1ccc(Cl)c(NC(=O)c2cccc(OC)c2)c1
 : 1	3	-2	-0.8	4	3	-3
54: O=C(CSc1nnc(NC(=O)c2ccccc2F)s1)NC1CCCC1
 : -4	0	5	1.5	7	6	-4
57: O=C(C[C@H]1CC[C@H](NS(=O)(=O)c2ccc(F)cc2)[C@H](CO)O1)N1CCN(c2ccccc2)CC1
 : .	11	-1	-1.8	3	5	-3
58: O=C(Nc1cc(F)ccc1F)N[C@H]1C=C[C@H](CC(=O)N2CCc3ccccc3C2)O[C@@H]1CO
 : -2[16.7 µM]	0	0	-1.4	-2	1	2
59: COC(=O)C[C@H]1C[C@@H]2c3cc(NC(=O)Nc4ccc(C(F)(F)F)cc4)ccc3O[C@@H]2[C@H](CO)O1
 : 8[16.7 µM]	1	.	0.3	.	-5	.

# Assay outcomes (PubChem BioAssay)
